# RXFP1 ag: activates the human relaxin receptor RXFP1. Q9HBX9. HEK293T-RXFP1 cAMP TR-FRET, 30 min; response scale: percent of porcine relaxin response, buffer zero. Potency, µM (highest dose often 57.5 µM), without a hit: at the top dose activation, actives largely listed as activators. 370,000 compounds, 0.3% hits. AID 2676; also: potency is read from the fitted curve at half-maximal effect; % is scaled to controls: 0 for no effect and ±100 for the full control effect; nearly all actives have a fitted effect of over 60% in size; many of its hits are not listed in these tables
#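 HEK293T cells stably expressing RXFP1 were pretreated with the PDE4 inhibitor Ro 20174, exposed to compounds for 30 min at 37C, lysed, and cAMP was read by TR-FRET. Data normalized to buffer (basal) and 29 nM porcine relaxin (100%).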
# D1 PAM: enhances dopamine response at the human D1 receptor | HEK293 TREx D1 cells, calcium flux, dopamine EC20 potentiation | P21728 | 360,000 compounds, 0.036% hits | potentiation, % at 10 µM | AID 504651; in the data active = potentiation above about 30%; also: 0% is about no effect
# TRHR enhancer: allosterically enhances the human TRH receptor; AID 493056; TRHR cells, fluo-8 calcium fluorescence, EC20 TRH enhancement; 360,000 compounds, 0.66% hits; enhancement, % at 2 µM; P34981; in the data active = enhancement above about 30%; also: 0% is about no effect
# Target sequence (P34981 whole entry, looked up): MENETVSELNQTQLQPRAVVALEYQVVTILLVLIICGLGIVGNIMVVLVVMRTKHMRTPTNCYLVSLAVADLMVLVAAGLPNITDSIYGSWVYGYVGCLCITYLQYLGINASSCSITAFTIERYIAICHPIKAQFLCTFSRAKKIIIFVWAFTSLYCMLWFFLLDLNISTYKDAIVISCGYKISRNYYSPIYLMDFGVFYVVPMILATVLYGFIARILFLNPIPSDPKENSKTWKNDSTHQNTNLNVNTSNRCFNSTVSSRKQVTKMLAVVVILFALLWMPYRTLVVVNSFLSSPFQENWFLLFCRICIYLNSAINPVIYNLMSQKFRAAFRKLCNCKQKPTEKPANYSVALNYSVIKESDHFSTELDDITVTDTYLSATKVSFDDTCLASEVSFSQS
#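 TRHR-expressing cells loaded with fluo-8 calcium dye were read kinetically (ex 480/em 530) during compound addition, then stimulated with an EC20 of TRH (10 nM final). Enhancement of the Gq-mediated intracellular calcium response was scored.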
# TRHR agonist: activates the human TRH receptor; P34981; TRHR cells, calcium flux fluo-8, FDSS agonist mode; activation, % at 2 µM; 360,000 compounds, 0.18% hits; in the data active = activation above about 30%; also: 0% is about no effect
#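 TRHR-expressing cells, plated overnight in medium with 10% serum, were loaded with fluo-8 calcium dye at room temperature. After a 10 s baseline, library compound was pin-added and calcium release was recorded kinetically (ex 480/em 530) as agonist response.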
# Anesthetic bind: candidate novel general anesthetic via apoferritin binding | P02791 | apoferritin/1-aminoanthracene competitive binding, fluorescence | Potency, µM (doses to about 77.5 µM), for inactives: top-dose activity change, negative = displacement, most hits filed as inhibitors | 350,000 compounds, 0.074% hits | AID 485281; also: potency is read from the fitted curve at half-maximal effect; % is scaled to controls: 0 for no effect and ±100 for the full control effect; nearly all actives have a fitted effect of over 20% in size
# Target sequence (P02791 2-175 limits assumed): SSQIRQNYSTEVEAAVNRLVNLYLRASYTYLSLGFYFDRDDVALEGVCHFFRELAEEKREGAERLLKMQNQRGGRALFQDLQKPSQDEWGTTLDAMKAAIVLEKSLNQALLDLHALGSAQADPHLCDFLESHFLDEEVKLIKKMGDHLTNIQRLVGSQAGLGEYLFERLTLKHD
#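 Horse-spleen apoferritin (10 uM) was mixed with 50% saturated 1-aminoanthracene in PBS, exposed to compounds for 10 min at room temperature, and read for fluorescence (ex 380 nm, em 535 nm). Competitive displacement was fitted with a four-parameter Hill equation.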
# D1 ag: agonists of human D1 dopamine receptor; activation, % at 2 µM; 360,000 compounds, 1% hits; AID 504660; P21728; HEK293 T-REx D1 cells, calcium flux, agonist mode; in the data active = activation above about 30%; also: 0% is about no effect
#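 Tetracycline-induced HEK293 TREx D1 cells, force-coupled to calcium signalling, were dye-loaded with a no-wash calcium kit. Compound was pin-added after a 10 s baseline. Fluorescence was read kinetically at 1 cycle/s for 180 s, with calcium rises flagged as agonism.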
# RXFP1 antagonist: antagonists of human relaxin receptor RXFP1; HEK293-RXFP1, relaxin-stimulated cAMP HTRF, 30 min; stronger effect = lower value; activity change, negative = inhibition, % at 57.5 µM; 350,000 compounds, 0.59% hits; AID 1259400;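 active = activity change of -60% or lower, but not beyond a set lower limit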; also: % is scaled to controls: 0 for no effect and ±100 for the full control effect
# D2 PAM: positively modulates the human D2 dopamine receptor allosterically; HEK293 T-REx D2, calcium flux, EC20 dopamine potentiation; potentiation, % at 10 µM; 340,000 compounds, 0.34% hits; P14416; AID 485347;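 active = potentiation over 3 SD above the plate norm, cut at about 30% in these data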; also: 0% is about no effect
# Target sequence (P14416 whole entry, looked up): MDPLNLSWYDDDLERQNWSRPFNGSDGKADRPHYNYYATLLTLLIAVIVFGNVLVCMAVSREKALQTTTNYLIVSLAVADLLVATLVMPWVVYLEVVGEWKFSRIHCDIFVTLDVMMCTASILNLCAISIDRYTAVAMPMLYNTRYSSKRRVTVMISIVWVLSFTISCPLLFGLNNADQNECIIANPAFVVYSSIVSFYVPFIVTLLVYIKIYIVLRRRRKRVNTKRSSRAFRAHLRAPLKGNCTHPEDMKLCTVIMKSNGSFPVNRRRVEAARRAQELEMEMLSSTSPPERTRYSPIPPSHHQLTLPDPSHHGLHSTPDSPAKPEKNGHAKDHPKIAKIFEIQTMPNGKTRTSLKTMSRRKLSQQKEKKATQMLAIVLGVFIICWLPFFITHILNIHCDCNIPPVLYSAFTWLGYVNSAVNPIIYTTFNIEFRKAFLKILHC
#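 Calcium flux readout, no-wash dye, 1 read/s. Inducible HEK293 Trex D2 line, overnight 30 C. Compound alone 180 s (agonist flags), then EC20 dopamine, another 180 s to score potentiation.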
# D1 antag: human D1 dopamine receptor antagonism; 360,000 compounds, 3.2% hits; activity change, negative = inhibition, % at 10 µM; P21728; HEK293 TREx D1 cells, calcium flux, dopamine EC80; stronger effect = lower value; AID 504652; in the data active = activity change below about -30%; also: % is scaled to controls: 0 for no effect and ±100 for the full control effect
#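 Compound effects on dopamine-evoked calcium signalling were measured in tetracycline-induced HEK293 Trex D1 cells. Dopamine at EC80 followed a 180 s compound pre-read, and fluorescence was tracked kinetically for 180 s more.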
# Active calls of the source: *; . = no result given; [ ] = remark or other dose. Unless noted, calls follow the shape of the dose curve; as a rule, active = well fitted curve in the direction sought with a large enough effect; inconclusive = small, poorly fitted or top-dose-only effect, or another doubt; inactive = no such curve, though single readings can be large; an effect the other way counts as inactive or inconclusive.
SMILES,RXFP1 ag,D1 PAM,TRHR enhancer,TRHR agonist,Anesthetic bind,D1 ag,RXFP1 antagonist,D2 PAM,D1 antag
O=C(CN(CCc1ccccc1)S(=O)(=O)c1ccc(Cl)cc1)N/N=C/c1ccccc1C(=O)O,-0.4%,-3,-2,0.2,-13%,2,-8,5,1
Cc1ccc(OCC(=O)N/N=C/c2cccn2C)cc1,0.4%,-2,15,-0.1,-7%,1,7,20,-1
CC1=CC(C)(C)NC(=S)N1c1ccc(C)cc1,-0.9%,-4,-2,-0.4,-12%,0,-7,-4,-14
CCOC(=O)C1=C(C)OC(N)=C(C#N)C1c1ccccc1 (stereo not given),1.7%,5,-2,-1.5,-3%,2,-1,-1,10
Cc1ccc(NC(=O)Nc2nc3ccccc3s2)cc1NC(=O)Nc1nc2ccccc2s1,0.0%,1,3,0.9,-7%,5,2,12,-12
CN1C(=O)c2ccccc2Sc2ccc(NC(=O)N3CCN(c4ccc(F)cc4)CC3)cc21,7.8%,-1,5,-0.8,-1%,0,-17,1,-1
COC(=O)c1cccc2c1-c1ccccc1/C2=N/O,2.4%,8,-1,-0.6,-19%,7,18,-4,1
O=C(c1ccc(NC2=NC3CS(=O)(=O)CC3S2)cc1)N1CCN(c2ccccc2)CC1 (stereo not given),1.4%,3,-2,0.1,-3%,2,5,8,1
C=CCn1c(SCC(=O)NCc2ccc3c(c2)OCO3)nnc1-c1cccnc1,3.8%,-5,4,0.2,-3%,2,-10,-1,6
Cc1cc(C)n2c3c(c(C#N)c2n1)CCCC3,3.1%,-4,4,-0.9,49%[activator],-1,-1,6,6
O=C(Nn1cnnc1)c1cc(Cl)ccc1Cl,2.9%,-1,-3,0.0,-10%,0,-1,.,1
O=c1ccnc(SCCc2ccccc2)[nH]1,-1.1%,2,1,-0.7,-15%,3,5,-11,6
COc1ccc(OC(C)C(=O)N2CCc3ccccc3C2)cc1 (stereo not given),3.8%,-2,1,0.2,-4%,4,-1,8,0
O=C(C1=C(c2ccccc2)C(=O)c2ccccc2C1=O)c1ccccc1,-0.7%,8,-3,-1.5,4%,1,14,19,9
COc1cccc(NS(=O)(=O)c2ccc3[nH]cc(C(=O)NC4CC4)c(=O)c3c2)c1,1.6%,-7,2,-0.1,-9%,-1,.,.,-6
O=C(COC(=O)c1cccc(Br)c1)NCCc1ccccc1,-0.4%,-3,6,-0.6,6%,3,-8,-9,-2
O=C(NN=C1CCCC1)c1cc(Cl)cc(Cl)c1O,0.8%,-11,-1,0.4,1%,17,-2,6,-15
CCC(C)NC(=O)Cn1c(=O)n(-c2ccc(C)cc2)c(=O)c2ccccc21 (stereo not given),0.6%,0,0,-0.9,-6%,-2,.,-6,3
CC(=O)NN1CCc2cc3ccc(C)cc3nc21,-0.4%,6,3,1.4,-3%,2,2,-4,-25
Cc1ccc(S(=O)(=O)N2CCN(C(=O)COC(=O)c3cccc(Cl)c3)CC2)c(C)c1,-1.0%,-1,5,1.0,.,12,-5,14,4
COc1ccc(C(=O)N/N=C(/C)c2ccc(N3CCCCC3)cc2)cc1,-1.2%,-6,1,-1.1,-1%,3,-11,2,-2
Cc1ccc2c(c1)c1c3n2CCN(C(=O)c2ccc(C(F)(F)F)cc2)C3CCC1 (stereo not given),-1.6%,-4,-6,0.3,-5%,1,.,-4,-6
CN(C(=O)COc1cc(=O)n(C)c2ccccc12)c1ccc(Br)cc1,1.6%,7,-6,0.0,-6%,-2,-1,-15,16
CC(C)CCNC(=O)C1CC(c2cccc(F)c2)=NO1 (stereo not given),-1.3%,4,1,-0.7,-9%,5,.,0,15
CCOC(=O)[C@@H]1[C@H]2COc3ccccc3[C@@H]2N2C(=O)N(c3ccccc3)C(=O)[C@@]12C,-0.4%,-1,-4,-0.7,-3%,-1,.,-5,15
Cc1ccc(N=C/C(C(=O)C(F)(F)F)=C(\O)c2ccco2)cc1Cl,1.2%,-3,0,-1.9,-22%,1,16,-6,-14
Cc1ccc(C)c(NC(=S)N/N=C2\CCc3ccccc32)c1,-1.0%,4,-2,-0.7,-4%,1,5,-7,2
CCOC(=O)C1CCN(CC(=O)c2c(C)[nH]c3ccccc23)CC1,-1.7%,2,-4,0.0,-4%,5,-10,-24,-9
O=C(NCCN1C(=O)S/C(=C\c2cccnc2)C1=O)C1CC(=O)N(Cc2ccco2)C1 (stereo not given),-1.3%,3,-3,0.6,-7%,3,-1,-4,6
COCCn1c(N)c(NCc2ccccc2)c(=O)n(CC(=O)Nc2cc(C)ccc2C)c1=O,4.0%,2,0,0.5,-13%,2,0,-16,16

# Four records picked at random from those above, as already listed:
SMILES,RXFP1 ag,D1 PAM,TRHR enhancer,TRHR agonist,Anesthetic bind,D1 ag,RXFP1 antagonist,D2 PAM,D1 antag
CC(C)CCNC(=O)C1CC(c2cccc(F)c2)=NO1 (stereo not given),-1.3%,4,1,-0.7,-9%,5,.,0,15
Cc1ccc2c(c1)c1c3n2CCN(C(=O)c2ccc(C(F)(F)F)cc2)C3CCC1 (stereo not given),-1.6%,-4,-6,0.3,-5%,1,.,-4,-6
Cc1ccc(S(=O)(=O)N2CCN(C(=O)COC(=O)c3cccc(Cl)c3)CC2)c(C)c1,-1.0%,-1,5,1.0,.,12,-5,14,4
COCCn1c(N)c(NCc2ccccc2)c(=O)n(CC(=O)Nc2cc(C)ccc2C)c1=O,4.0%,2,0,0.5,-13%,2,0,-16,16

# Following part.
SMILES,RXFP1 ag,D1 PAM,TRHR enhancer,TRHR agonist,Anesthetic bind,D1 ag,RXFP1 antagonist,D2 PAM,D1 antag
O=C(CSc1ncn[nH]1)N/N=C/c1ccc(Br)cc1,2.0%,-8,-2,-0.3,-7%,0,-4,11,-16
CC(/C=N/NC(=O)c1ccc(Cn2cc([N+](=O)[O-])cn2)o1)=C\c1ccccc1,1.7%,-10,-7,0.4,-17%,14,-1,-9,-30
CCOC(=O)C1CCCN(S(=O)(=O)c2cccc3cccnc23)C1 (stereo not given),0.0%,-2,16,-1.1,-2%,7,1,1,3
C=CCNS(=O)(=O)c1cc2c3c(c1)CCN3C(=O)CC2,-2.6%,-3,0,0.2,1%,1,-2,-3,-12
O=C(OCn1nnc2ccccc2c1=O)c1cc(-c2ccccc2Cl)nc2ccccc12,0.4%,-7,0,-0.3,-2%,3,-6,-6,4
CC(C(=O)N1CCc2ccccc21)N(C)CC(=O)Nc1cccc(F)c1 (stereo not given),-0.9%,-2,1,-0.5,.,0,-4,-22,11
Cc1nn(CC(=O)NC2CCS(=O)(=O)C2)c(C)c1S(=O)(=O)N(C)C (stereo not given),0.2%,2,-2,0.2,.,1,-1,-6,11
COc1ccc(OCC(O)CNC(=O)c2ccccc2)cc1 (stereo not given),0.3%,-6,6,-0.2,-15%,2,5,-1,-1
CCCCOC(=O)c1sc2nc(N3CCOCC3)c3c(c2c1N)CC(C)(C)OC3,7.5%,-10,2,-0.6,37%[activator],1,1,9,-1
Cc1ccc(NC(=O)CCN2C(=O)NC3(CCCC3)C2=O)c(C)c1,1.0%,-14,-6,-0.5,.,2,3,-20,-34*
CCOc1cccc2cc(C(=O)NCc3ccc(C)cc3)c(=N)oc12,2.5%,1,12,-0.4,-4%,4,15,21,0
COc1ccc(NS(=O)(=O)c2ccc(N3CCOCC3)c(NC(=O)c3cccc(F)c3)c2)cc1,2.1%,0,0,0.2,-17%,3,2,-9,0
N#Cc1nc(-c2ccccc2)oc1N1CCN(C(=O)c2ccco2)CC1,11%,-1,-1,-0.2,-19%,0,-6,-2,3
C/C(=N\NC(=O)c1c(C)nc2ccccn12)c1ccc(N2CCOCC2)cc1,14µM*,0,-7,0.1,-7%,1,5,-11,21
CCOC(=O)CNC(=O)c1cc2c(=O)n(CC)c3ccccc3c2s1,4.7%,1,1,0.0,-4%,-1,.,10,3
CCn1c(CCC(=O)O)nc2cc(S(=O)(=O)N(C)C)ccc21,-0.4%,-7,3,0.2,-6%,3,4,1,-12
COc1ccc(C(O)P(=O)(OCCC(C)C)c2ccc(N(C)C)cc2)cc1 (stereo not given),-0.2%,-1,11,0.5,-15%,2,2,9,0
Clc1ccc(-c2nnsc2SCc2ccccc2)cc1,0.8%,-4,-2,0.2,5%,11,-3,5,-6
O=C(NCCc1ccccc1)C1=COCCO1,0.2%,-7,-1,0.1,.,0,1,-2,-13
CCOc1ccc(-n2c(=O)c3c(C)c(C)sc3n(CC(=O)Nc3ccc(CC)cc3)c2=O)cc1,-2.0%,1,-1,0.5,3%,3,-9,.,-12
Cc1onc(-c2ccccc2)c1C(=O)Nc1nncs1,-0.6%,0,13,1.2,-6%,3,-14,3,-2
Cc1cc(CCC(=O)O)c(C)cc1CCC(=O)O,3.1%,5,-3,0.5,-5%,4,-22,-3,15
Cc1ccc(NC(=O)COC(=O)[C@H](C)NC(=O)c2ccccc2)cc1S(=O)(=O)N1CCOCC1,7.8%,-1,5,0.0,-3%,0,1,-1,20
CC(C)c1ccc(C(=O)NCc2ccc(Cl)cc2)cc1,1.7%,0,-9,0.0,1%,8,-1,-13,-5
O=C(CN1CCN(Cc2ccccc2Cl)CC1)N/N=C/C=C/c1ccco1,-0.7%,-4,16,-0.4,-4%,3,-2,-5,-1
C=CCN1C(=O)C2(/C(=C(\O)c3ccc4c(c3)OCCO4)C(=O)C(=O)N2CCCOC)c2ccccc21 (stereo not given),14%,-1,-3,-0.4,3%,2,13,5,-2
CC(C)(C)n1ncc2c(=O)n(CC(=O)c3ccccc3)cnc21,1.5%,8,-2,0.1,-7%,3,-6,-4,-24
Cn1nc(C(F)(F)F)c(-c2ccc(F)cc2)c1NC(=O)c1ccco1,-3.5%,-3,0,-0.6,-11%,2,-19,-3,4
OCC[C@H]1C[C@H](O)[C@@H](O)[C@@]2(Cc3ccccc3CCO2)O1,-1.0%,-6,-5,-0.3,.,-2,.,-11,-17
O=C(c1ccccc1Cl)N1c2ncnn2C2(CCCCC2)[C@@H]2CCCC[C@@H]21,-2.1%,4,3,-0.9,65%[activator],3,9,-12,-4
O=C(C1CCC1)N1CCc2cc(S(=O)(=O)NCCCN3CCCCC3)ccc21,0.5%,-1,16,-1.9,-15%,14,20,-3,-6
CC(C)N(CCc1ccncc1)C(=O)Nc1ccc(F)cc1,0.0%,-9,-5,0.6,-4%,4,.,10,-29
COc1ccc(-c2noc(CCC(=O)O)n2)cc1,-0.3%,-3,-3,-0.2,0%,8,4,18,0
CC1CCN(C(=O)C(C)NCc2ccc(F)cc2)CC1 (stereo not given),0.2%,-7,6,0.6,-3%,1,-4,-3,20

# The list is partial; count on the stated rates, not on these rows.
